# EPAC1 antagonist – EPAC1 (human) antagonism; Potency, µM (series often up to 115 µM), for inactives: at the top dose activity change, negative = inhibition, usual class: inhibitors; O95398; 360,000 compounds, 0.14% hits; EPAC1 GEF assay, Rap1b-BODIPY-GDP exchange fluorescence; AID 720709;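 note: potency is the fitted concentration of half-maximal effect; plate controls were vehicle for no effect and positive control for full effect; nearly all actives have a fitted effect of over 50% in size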
# IL2 activator – activates IL-2 in a cell-based reporter assay. IL-2 activation reporter assay, cell-based qHTS; stimulated with anti-CD3/CD4/CD28 beads; in transgenic mouse T cells. activation, % (series mostly up to about 46 µM). 360,000 compounds, 0.065% hits. AID 652025; in the data active = activation above about 50%; inconclusive = mostly about 30% to 49%; note: 0% is about no effect
#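 Unstimulated transgenic mouse T cells, 750 per well, received compound and, after 60 minutes, anti-CD3/anti-CD4 bead plus anti-CD28 stimulation. EGFP and DsRed were quantified after 18 hours.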
# Abeta yeast res – compounds reversing amyloid beta toxicity in yeast; yeast expressing A-beta42, growth rescue, OD600, 48 h; response scale: 0% DMSO, 100% iron-clioquinol control; Potency, µM (highest dose often 46.1 µM), without a hit: top-dose growth rescue, actives largely listed as activators; 410,000 compounds, 0.063% hits; note: potency is the fitted concentration of half-maximal effect; nearly all actives have a fitted effect of over 55% in size
#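 Yeast growth medium received pinned compounds, then yeast cells expressing toxic A-beta were added; plates incubated at 30 C for 48 hr. Growth read as absorbance at 600 nm, normalized to DMSO and equimolar FeCl3 plus clioquinol controls.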
# PI5P4Ka inh – blocks human PI5P4K alpha kinase activity. PI5P4Kalpha enzyme, ADP-Glo luminescence, 60 min; active compounds read low. P48426. 330,000 compounds, 1.2% hits. max response, %; active = max response of -50% or lower; inconclusive = between -30% and -50%; inactive = -30% or higher; note: value at the top dose of about 77 µM; % is set by controls: 0 for no effect and ±100 for the full control effect
# Target sequence (P48426 whole entry, looked up): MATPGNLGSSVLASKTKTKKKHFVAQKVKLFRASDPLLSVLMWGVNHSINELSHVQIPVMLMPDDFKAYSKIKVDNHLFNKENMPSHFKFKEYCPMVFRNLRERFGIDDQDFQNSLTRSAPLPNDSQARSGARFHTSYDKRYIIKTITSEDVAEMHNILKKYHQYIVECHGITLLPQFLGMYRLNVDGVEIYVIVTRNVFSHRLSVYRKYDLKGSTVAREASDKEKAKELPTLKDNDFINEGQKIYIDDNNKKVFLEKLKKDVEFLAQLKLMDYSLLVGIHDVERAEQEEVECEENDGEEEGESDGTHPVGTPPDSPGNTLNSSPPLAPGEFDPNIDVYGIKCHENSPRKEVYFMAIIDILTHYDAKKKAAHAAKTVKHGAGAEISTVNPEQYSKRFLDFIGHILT
#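 Controls without substrate or without enzyme flank wells where PI5P4Kalpha converts substrate using 5 microM ATP (final). Incubation lasts 60 minutes at room temperature; ADP formed is read by ADP-Glo luminescence.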
# EPAC1 ag – agonists of human EPAC1. O95398. EPAC1 agonist qHTS, biochemical assay; response scale: 100% = response to 6.5 mM cAMP. Potency, µM (doses to about 154 µM), for the others: at the top dose activation, most hits filed as activators. 360,000 compounds, 0.073% hits; note: potency is the fitted concentration of half-maximal effect; nearly all actives have a fitted effect of over 60% in size
#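 EPAC1 100 nM, Rap1B–BODIPY-GDP 250 nM, unlabeled GDP 50 uM; compound titration; 5 min RT; kinetic read ex480/em540 at 5-min intervals ×30 min; data normalized to 6.5 mM cAMP agonist control.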
# PLK1 PBD inh – blocks phosphopeptide binding to human PLK1 polo-box domain | Plk1 PBD binding of FITC phosphopeptide, fluorescence polarization | Potency, µM, without a hit: max response, negative = inhibition, usual class: inhibitors | 360,000 compounds, 2.8% hits | AID 720504; note: potency is the fitted concentration of half-maximal effect; series mostly up to about 57 µM; % is set by controls: 0 for no effect and ±100 for the full control effect; nearly all actives have a fitted effect of over 65% in size
# Target sequence (P53350 whole entry, looked up, the tested form may be a part): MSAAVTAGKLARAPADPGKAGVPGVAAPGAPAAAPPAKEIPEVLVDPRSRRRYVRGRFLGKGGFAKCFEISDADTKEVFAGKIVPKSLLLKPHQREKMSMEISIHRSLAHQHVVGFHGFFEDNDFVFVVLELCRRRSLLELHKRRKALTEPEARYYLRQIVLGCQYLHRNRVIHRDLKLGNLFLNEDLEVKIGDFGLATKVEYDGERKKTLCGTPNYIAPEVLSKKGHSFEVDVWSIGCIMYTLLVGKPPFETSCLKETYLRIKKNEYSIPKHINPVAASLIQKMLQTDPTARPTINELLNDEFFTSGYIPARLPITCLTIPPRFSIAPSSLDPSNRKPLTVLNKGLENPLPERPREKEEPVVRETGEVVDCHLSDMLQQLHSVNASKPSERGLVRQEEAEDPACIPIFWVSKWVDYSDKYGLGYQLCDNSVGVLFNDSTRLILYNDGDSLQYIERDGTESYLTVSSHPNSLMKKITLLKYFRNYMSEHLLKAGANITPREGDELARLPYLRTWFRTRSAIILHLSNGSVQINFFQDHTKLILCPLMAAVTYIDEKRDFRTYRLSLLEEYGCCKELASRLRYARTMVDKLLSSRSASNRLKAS
# aSyn yeast inh – inhibitors of alpha-synuclein toxicity in yeast; Potency, µM (doses to about 46.1 µM), without a hit: at the highest dose growth rescue (activation), hits mostly activators; 370,000 compounds, 0.14% hits; Yeast expressing alpha-synuclein, growth rescue, BacTiter-Glo, 24 h; note: potency is the fitted concentration of half-maximal effect; % of control where 0% means no effect; nearly all actives have a fitted effect of over 65% in size
#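 Readout is rescue of growth in alpha-synuclein-expressing yeast, so inhibitors of toxicity appear as activators. Growth after 24 hr at 30 deg C in galactose medium is quantified by luminescence.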
# WRN inhibitor – blocks human WRN helicase | Q14191 | WRN helicase unwinding, fluorescent forked duplex, kinetic | Potency, µM (highest dose often 114 µM), inactives show top-dose activity change, negative = inhibition, hits mostly inhibitors | 360,000 compounds, 0.46% hits; note: potency is the fitted concentration of half-maximal effect; % is set by controls: 0 for no effect and ±100 for the full control effect; nearly all actives have a fitted effect of over 55% in size
#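 Enzyme (20 nM final) and test compound sit together 15 min at room temperature before substrate addition. Substrate is a single-forked duplex oligonucleotide (100 nM) labelled with fluorophore and quencher, with 2 mM ATP; helicase unwinding raises red fluorescence, read kinetically.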
# FUS suppressor – suppressors of FUS proteinopathy in yeast | S. cerevisiae FUS-expressing, growth rescue, OD600, 24 h | AID 1347120 | 390,000 compounds, 0.24% hits | Potency, µM (titrated, usually from 76.6 µM), without a hit: at the top dose growth rescue (activation), hits mostly activators;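 note: potency is the fitted concentration of half-maximal effect; plate controls were DMSO vehicle for no effect and reference control for full effect; nearly all actives have a fitted effect of over 55% in size; some results filed as inactive show a strong effect at the top dose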
#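 FUS-expressing yeast, raffinose-pregrown, induced in 2% galactose minimal medium at OD 0.005; compounds in a dilution series, 24hr at 30C. Growth restoration read as absorbance at 600 nm. CP55940 positive control, DMSO negative.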
# An asterisk follows results filed as active; ? = inconclusive; . = no result given; [ ] = dose if it differs, or a comment. Unless noted, calls come from the whole dose curve; as a rule, active = well fitted curve in the direction sought with a large enough effect; inconclusive = small, poorly fitted or top-dose-only effect, or another doubt; inactive = no such curve, though single readings can be large; an effect the other way counts as inactive or inconclusive. Rows were taken by chance; overall some 4.1% were active at least once.
# Preview, three compounds:
SMILES,EPAC1 antagonist,IL2 activator,Abeta yeast res,PI5P4Ka inh,EPAC1 ag,PLK1 PBD inh,aSyn yeast inh,WRN inhibitor,FUS suppressor
CCN(CC1CCCN(CCc2cccc(F)c2)C1)C(=O)c1ccoc1C (stereo unspecified),-1%,-0.1,7%,3,8%,-10%,0%,7%,0%
O=C(NCc1cccnc1)c1csc([C@@H]2C[C@H](O)[C@@H](CO)O2)n1,-7%,-0.2,-19%,-7,-5%,-3%,-2%,-6%,-12%
CN(Cc1ccccc1)C1CCN(Cc2ccccc2[N+](=O)[O-])CC1,-17%,-2.9,1%,-2,13%,-7%,-7%,9%,-2%

# Main list (from the top)
SMILES,EPAC1 antagonist,IL2 activator,Abeta yeast res,PI5P4Ka inh,EPAC1 ag,PLK1 PBD inh,aSyn yeast inh,WRN inhibitor,FUS suppressor
CCN(CC1CCCN(CCc2cccc(F)c2)C1)C(=O)c1ccoc1C (stereo unspecified),-1%,-0.1,7%,3,8%,-10%,0%,7%,0%
O=C(NCc1cccnc1)c1csc([C@@H]2C[C@H](O)[C@@H](CO)O2)n1,-7%,-0.2,-19%,-7,-5%,-3%,-2%,-6%,-12%
CN(Cc1ccccc1)C1CCN(Cc2ccccc2[N+](=O)[O-])CC1,-17%,-2.9,1%,-2,13%,-7%,-7%,9%,-2%
CN(CC(=O)Nc1cccnc1)S(=O)(=O)c1cc(Cl)ccc1Cl,-2%,-1.4,5%,.,0%,0%,0%,0%,7%
CCCCNC(=S)N/N=C/c1cccc(OCC)c1O,-9%,-2.4,13%,2,10%,-11%,-5%,-5%,1%
O=Cc1cn(-c2ccccc2)nc1-c1ccccn1,?,-0.6,-38%,0,4%,-15%,-1%,16%[57.1 µM],-28%
Cc1ccc2nc(NC(=O)CSc3nncc(=O)n3N)sc2c1,-1%,-0.5,-12%,7,2%,-10%,1%,-17%,8%
CCCCCNC(=O)C(c1ccccc1F)n1c(=O)c(-c2ccco2)nc2ccccc21 (stereo unspecified),-27%,-0.7,-6%,-64*,2%,?,0%,-13%,?
O=C(CSc1ccc2nnc(-c3cccnc3)n2n1)NCC1CCCO1 (stereo unspecified),-6%,-2.4,-5%,-4,-3%,-3%,0%,0%,-18%
O=c1c(Cl)c(NS(=O)(=O)c2ccccc2)cnn1-c1ccccc1,1%,2.4,23%,-1,9%,-11%,2%,-1%,21%
CC(NC(=O)COc1ccc(/C=N/NC(=O)CO)cc1)c1ccccc1 (stereo unspecified),-11%,-0.1,3%,2,16%,3%,-1%,2%,-5%
CCCCNC(=O)C1(C)CCN1Cc1cc(C)ccc1C (stereo unspecified),-19%,-0.8,-13%,-5,-10%,-5%,?,6%[57.1 µM],-16%
CCOc1ccccc1-c1cc(C(=O)N2CCOCC2)c2ccccc2n1,2%,0.2,-7%,4,15%,-5%,-4%,-29%,.
CC(=O)c1ccc(N/C=C\C(=O)c2ccc(C)cc2)cc1,-7%,-0.6,-2%,-1,3%,-8%,6%,-5%,1%
COc1ccccc1CCNS(=O)(=O)c1ccc(C(=O)O)n1C,2%,-4.8,-7%,-1,-1%,2%,-10%,2%,-4%
CCc1cccc(NC(=O)CC2SC(N3CCCC3)=NC2=O)c1 (stereo unspecified),-4%,0.1,3%,-3,-9%,-4%,9%,-23%,19%
CC1=C(C(=O)Nc2ccccn2)C(c2ccc(Cl)cc2)NC(=S)N1 (stereo unspecified),-22%,-2.6,5%,-6,-2%,-8%,-1%,-17%,12%
Clc1ncccc1-c1nnn(-c2ccccc2Br)n1,-17%,-4.8,-20%,-3,-4%,-12%,12%,6%,-3%
Cc1ccc(C(=O)CNc2ccc(Br)cc2)cc1,4%,-2.0,9%,.,-8%,-7%,7%,4%,-1%
CN(C)/C=N/c1ncn(-c2ncc(C(F)(F)F)cc2Cl)n1,-11%,1.0,-13%,-3,5%,-20%,0%,-2%,14%
CCN(C[C@H]1N[C@@](CC)(C(=O)OC)[C@H]2C(=O)N(Cc3ccccc3)C(=O)[C@@H]12)C(=O)c1ccccc1,8%,0.0,7%,0,0%,2%,0%,-3%,-3%
N#C/C(=C\c1ccc(Sc2ccccc2)o1)c1nc2ccccc2[nH]1,?,4.2,2%,-2,?,-9%,-22%,?,21%
O=C(CNC(=O)c1ccc(C(F)(F)F)cc1)NC1CC1,-14%,1.8,5%,4,-1%,-6%,-5%,3%,-2%
O=C(COC(=O)CCc1nc2ccccc2c(=O)[nH]1)NCc1ccc(F)cc1,-2%,8.1,-6%,-10,2%,1%,1%,-31%,6%
COC(=O)C1=C(C)N(C)C(C)=C(C(=O)OC)C1c1ccc(C(=O)OC)cc1,3%,0.3,8%,2,10%,-3%,6%,-6%,-17%
Cc1ccc(N2C(=O)CC3(CC4C=CC3C4)C2=O)cc1 (stereo unspecified),8%,0.0,-6%,0,-4%,-6%,5%,-1%,-9%
COc1ccc(S(=O)(=O)N2C3CCC2CC(NC(=O)NC2CCCCC2)C3)cc1 (stereo unspecified),0%,-2.5,20%,.,-1%,-3%,5%,-8%,12%
COc1ccc(CCN(Cc2cc3cc(C)ccc3[nH]c2=O)C(C)=O)cc1OC,-3%,0.4,4%,-2,4%,0%,6%,2%,-21%
O=c1ccn(Cc2ccccc2)cc1,21%,-0.6,3%,1,-4%,3%,-3%,12%,-25%
COc1cc(NC(=O)CN(C)CCOc2ccccc2)c(C)cc1[N+](=O)[O-],17%,-0.1,-13%,-1,-10%,-7%,-3%,-8%,-9%
CCCc1cc(=O)n2nc(N3CCC(C(=O)N4CCN(c5ccc(OC)cc5)CC4)CC3)sc2n1,-5%,-0.5,-15%,1,-2%,-9%,0%,2%,11%
O=C(CNC(=O)OCc1ccccc1)NC1CCCCNC1=O (stereo unspecified),-9%,-0.7,0%,1,0%,-7%,-1%,13%,2%
O=C(NC1CCCC1)c1cccc(Cl)c1,7%,0.4,-1%,1,-1%,-19%,11%,1%,7%
N#Cc1ccccc1NC(=O)COC(=O)c1ccc(S(=O)(=O)N2CCCC2)cc1,4%,-0.2,8%,0,5%,-2%,-1%,6%,41%
Cc1cccc(/C=N/NC(=O)c2cccc(Cl)c2)n1,-7%,-0.8,-27%,7,9%,-1%,5%,-4%[57.1 µM],-12%
Nc1sccc1C(=O)c1ccccc1,12%,-3.5,10%,?,7%,-11%,-13%,-13%,.
COc1cc(C(=O)N/C(=C\c2cn(C)c3ccccc23)C(=O)NCCCO)cc(OC)c1OC,16%,-0.6,-10%,-1,9%,-13%,-3%,-6%,12%
O=C(CCSc1ccccc1)Nc1nc2c(s1)COc1ccccc1-2,-6%,3.7,1%,-18,2%,-22%,1%,0%,18%
COc1ccc(CCn2c(C)cc(C(=O)CCl)c2C)cc1OC,-7%,-0.7,17%,1,16%,?,-7%,-13%,9%
CCOC(=O)Cc1csc(NC(=O)Cc2ccc([N+](=O)[O-])cc2)n1,-15%,-0.1,10%,-6,0%,-9%,-7%,7%,.
CCc1nc2ccc(C(=O)NCCCn3ccnc3)cn2c1N(C)Cc1ccc(Cl)cc1,-1%,0.0,-8%,-1,8%,-1%,2%,-1%,-16%
CC(=O)c1cccc(NC(=O)Nc2ccc(C(=O)N3CCOCC3)cc2)c1,5%,-2.7,-11%,.,9%,-6%,-2%,4%,39%
CCCc1[nH]n(-c2ccc(F)cc2)c(=O)c1C=NCC1CCCO1 (stereo unspecified),-2%,-1.6,18%,2,-8%,2%,-1%,1%,-13%
CCOc1ccc(-c2[nH]nc3c2C(c2cccnc2)C(C#N)=C(N)O3)cc1 (stereo unspecified),6%,-0.4,3%,-21,-9%,-11%,0%,0%,3%
COc1cc(C#CC#CCN2CCCCC2)ccc1O,-3%,-2.6,-11%,.,10%,-9%,7%,-6%,20%
Cc1cc(OCCn2cncn2)ccc1[N+](=O)[O-],-6%,0.8,-5%,5,-1%,2%,-1%,-10%,-11%
CCc1ccc2c(c1)NC(=O)C2(C)Cc1cccc(F)c1 (stereo unspecified),-15%,-0.5,12%,-2,2%,-10%,28%,-11%,2%
CCOc1ccc2oc(C(=O)N(C)CCc3ccc(OC)c(OC)c3)c(C)c2c1,-8%,0.4,-6%,-13,-10%,-6%,-4%,-8%,24%
O=S(=O)(Cc1cc(Sc2ccc(Cl)cc2)nc(-c2ccccc2)n1)c1ccccc1,-7%,0.5,-4%,8,9%,-3%,-2%,-11%,-16%
O=C(c1ccco1)N1CCN(C(=O)c2cc(-c3ccccn3)nc3ccc(Cl)cc23)CC1,1%,0.2,7%,-59*,6%,?,-6%,-34%,8%
CCN1CCN(c2ccc(S(=O)(=O)N3CCCCC3)cc2NC(=O)c2sccc2C)CC1,-3%,-4.6,-11%,6,-3%,-6%,-3%,-5%,17%
Cc1ccccc1Nc1c(-c2ccncc2)nc2ccc(Br)cn12,2%,0.4,-3%,2,5%,-6%,18%,-9%,.
CCNc1nc(NCC)n2c(SCC(=O)Nc3ccc(F)cc3[N+](=O)[O-])nnc2n1,2%,-5.2,4%,-7,8%,-10%,0%,8%,9%
On1c(-c2ccccc2Cl)nc2ccccc21,14%,0.9,-11%,1,-1%,-10%,0%,-24%,14%
COC(=O)Cc1coc2cc(OC)ccc12,-6%,-0.1,3%,1,5%,-5%,-6%,-2%,-17%
O=C(NC(c1ccc(Cl)cc1)c1cnccn1)C1CCN(Cc2ccc(Cl)cc2)CC1 (stereo unspecified),5%,-0.6,17%,6,-2%,2%,-4%,3%,-2%
Cc1ccc(C(=S)N2CCN(Cc3ccccc3)CC2)s1,?,-0.3,6%,3,-7%,3µM*,7%,-20%,15%
COc1ccc(C/C(N)=N/OC(=O)c2cccc([N+](=O)[O-])c2)cc1,-17%,-6.0,-1%,-2,-1%,-1%,-36%[inhibitor],-2%,14%
O=C(COC(=O)c1ccc(O)cc1O)NC(=O)NCc1ccccc1,2%,0.2,-7%,-5,12%,-5%,-2%,-3%,-12%

# High-throughput results (PubChem)
